TR SRC2 fluor cs: alters Texas Red total fluorescence, flagging assay interference; TRb/SRC2 Texas Red total fluorescence interference; Potency, µM (highest dose often 106 µM), for inactives: at the highest dose fluorescence change, negative = quenching; 280,000 compounds, 0.29% hits; AID 1479; active = well fitted curve in either direction with a large enough effect; inconclusive = small, poorly fitted or top-dose-only effect
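Flags fluorescent or light-absorbing compounds by total fluorescence, S + 2P, at 555 nm excitation and 632 nm emission. Mixture: 20 nM Texas Red SRC2 peptide, 0.6 uM human TRb LBD, 1 uM T3, 5% DMSO; compound exposure 5 h at ambient temperature.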
Tau ThT inhib: blocks human tau fibril formation measured by thioflavin T. P10636. recombinant tau K18 P301L, heparin-induced fibrillization, ThT fluorescence. Potency, µM (doses to about 57.4 µM), inactives show top-dose activity, negative = inhibition, hits mostly inhibitors. 270,000 compounds, 2.1% hits. AID 1460; note: nearly all actives have a fitted effect of over 55% in size
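Using a mix of unlabeled (15 uM) and Alexa 594-labeled (0.24 uM) tau K18 P301L, heparin-triggered fibrillization over 6 hr at 37 C was scored by ThT fluorescence.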
L3MBTL1 block: L3MBTL1 (human) inhibition; AlphaScreen L3MBTL1–H3K9me1 peptide binding; Potency, µM (titrated, usually from 57.1 µM), for inactives: at the highest dose activity, negative = inhibition, most hits filed as inhibitors; 230,000 compounds, 0.66% hits; note: nearly all actives have a fitted effect of over 60% in size
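AlphaScreen assay: L3MBTL1 (50 nM final) was preincubated 30 min at room temperature with biotinylated H3(1-15)K9me1 peptide (75 nM final), then 30 min with library compounds; streptavidin donor and nickel chelate acceptor beads (10 ug/mL final) added, 30 min dark.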
Tau fluor counter: counter-screen for tau fibril formation inhibitors; 280,000 compounds, 0.93% hits; Potency, µM (titrated, usually from 57.7 µM), without a hit: top-dose activity change, negative = decrease; AID 1463; tau K18 P301L Alexa594 fluorescence, heparin fibrillization; note: nearly all actives have a fitted effect of over 55% in size
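Human tau K18 P301L (15 uM unlabeled, 0.24 uM Alexa 594-labeled) in 100 mM sodium acetate pH 7 with 20 uM heparin, 6 hr at 37 C. ThT 30 uM added, 1 hr ambient; Alexa 594 FP and total fluorescence read at 555/632 nm.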
ALDH1A1 block: blocks purified human ALDH1A1 activity. P00352. Purified ALDH1A1, NADH fluorescence, propionaldehyde substrate. Potency, µM (series often up to 75.3 µM), for inactives: top-dose activity, negative = inhibition, actives largely listed as inhibitors. 220,000 compounds, 7.3% hits. AID 1030; active = well fitted inhibition curve with a large enough effect, not every such curve was filed as active; inconclusive = small, poorly fitted or top-dose-only effect, or another doubt; inactive = no such curve, though single readings can be large or run the other way;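 note: plate controls were no enzyme wells and a reference inhibitor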
Target sequence (P00352 whole entry, looked up): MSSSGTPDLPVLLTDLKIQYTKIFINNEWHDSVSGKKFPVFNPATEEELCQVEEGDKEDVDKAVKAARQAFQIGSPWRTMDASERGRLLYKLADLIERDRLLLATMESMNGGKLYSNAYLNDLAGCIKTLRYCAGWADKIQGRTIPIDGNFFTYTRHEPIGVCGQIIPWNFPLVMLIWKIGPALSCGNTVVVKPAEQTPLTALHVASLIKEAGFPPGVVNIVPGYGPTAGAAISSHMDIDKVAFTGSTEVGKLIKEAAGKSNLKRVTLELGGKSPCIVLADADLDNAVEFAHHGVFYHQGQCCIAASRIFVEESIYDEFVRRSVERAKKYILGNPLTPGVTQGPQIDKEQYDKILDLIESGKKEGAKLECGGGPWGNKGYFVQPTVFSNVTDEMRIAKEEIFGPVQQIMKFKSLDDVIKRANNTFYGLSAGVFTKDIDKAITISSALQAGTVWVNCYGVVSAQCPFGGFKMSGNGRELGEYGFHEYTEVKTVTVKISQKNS
TRb SRC2 PPI: inhibitors of human thyroid hormone receptor beta-SRC2 interaction | Potency, µM (highest dose often 106 µM), inactives show at the highest dose activity change, negative = inhibition, hits mostly inhibitors | P10828 | TRbeta-SRC2 peptide binding, fluorescence polarization; receptor liganded with 1 µM T3 | 280,000 compounds, 0.065% hits;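 note: plate controls were bound peptide for no effect and peptide without receptor for full effect; nearly all actives have a fitted effect of over 50% in size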
Target sequence (P10828 whole entry, looked up): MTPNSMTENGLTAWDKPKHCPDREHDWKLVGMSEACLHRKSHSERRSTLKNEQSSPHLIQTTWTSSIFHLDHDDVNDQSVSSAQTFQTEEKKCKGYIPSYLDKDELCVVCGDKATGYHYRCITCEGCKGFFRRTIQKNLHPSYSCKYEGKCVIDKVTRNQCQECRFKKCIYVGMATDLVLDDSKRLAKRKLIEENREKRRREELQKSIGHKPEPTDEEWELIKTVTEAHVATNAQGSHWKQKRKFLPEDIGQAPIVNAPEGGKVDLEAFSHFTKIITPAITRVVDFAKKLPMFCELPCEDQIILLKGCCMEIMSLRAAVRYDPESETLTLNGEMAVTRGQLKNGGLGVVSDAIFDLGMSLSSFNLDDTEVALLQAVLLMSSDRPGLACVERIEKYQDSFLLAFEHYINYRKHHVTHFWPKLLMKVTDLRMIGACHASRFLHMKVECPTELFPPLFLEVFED
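Compounds were added to 0.6 uM TRb ligand-binding domain and 20 nM Texas Red-labeled SRC2 peptide in Tris buffer containing 1 uM T3, incubated 5 hr at ambient temperature, then read by fluorescence polarization.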
Tau fibril FP: inhibitors of human tau fibril formation | P10636 | Potency, µM (top dose mostly 57.7 µM), for inactives: at the top dose activity, negative = inhibition, most hits filed as inhibitors | 280,000 compounds, 0.39% hits | K18 P301L tau heparin fibrillization, Alexa594 FP, 6 h; note: nearly all actives have a fitted effect of over 55% in size
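Heparin (20 uM) drove fibril formation of recombinant tau K18 P301L, 15 uM unlabeled with 0.24 uM Alexa 594 label, for 6 hr at 37 C in 100 mM sodium acetate pH 7. Fluorescence polarization (555/632 nm) read 1 hr after 30 uM ThT.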
GLA spleen mod: alpha-galactosidase A (human) modulation; human spleen homogenate, 4MU-alpha-Gal fluorescence, 40 min; Potency, µM (series often up to 80 µM), inactives show top-dose activity change, negative = inhibition, most hits filed as inhibitors; 240,000 compounds, 0.008% hits; AID 2107;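 note: 0% = enzyme with vehicle and -100% = no enzyme basal signal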
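Human spleen homogenate (1 ug) was the enzyme source, with 4-methylumbelliferyl-alpha-D-galactopyranoside (1 mM final) in pH 5.0 citrate buffer with 0.01% Tween-20. Compounds were titrated; after 40 min at 37C, NaOH/glycine stop, 4-MU fluorescence read; AC50 from Hill fits.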
Numbers without * were called inactive; ? = inconclusive; . = not tested or not shown; [ ] = another dose, or the depositor's remark. Unless noted, calls come from the whole dose curve; as a rule, active = well fitted curve in the direction sought with a large enough effect; inconclusive = small, poorly fitted or top-dose-only effect, or another doubt; inactive = no such curve, though single readings can be large; an effect the other way counts as inactive or inconclusive. Unless noted, % is set by controls: 0 for no effect and ±100 for the full control effect; potency is the fitted concentration of half-maximal effect. Outcome played no part in choosing rows (roughly 8.5% active in at least one column).

SMILES	TR SRC2 fluor cs	Tau ThT inhib	L3MBTL1 block	Tau fluor counter	ALDH1A1 block	TRb SRC2 PPI	Tau fibril FP	GLA spleen mod
CN(C)c1ccc(NS(=O)(=O)c2ccc(Cl)cc2)cc1	-50%	-13%	-18%	-30%	?	-3%	11%	-11%
O=C(Nn1cnc2ccccc2c1=O)c1ccc(F)cc1Cl	4%	-5%	11%	6%	-2%	1%	-5%	12%
CN(C)[C@@H]1CCC[C@H]1OC(=O)C(c1ccccc1)c1ccccc1	1%	0%	-3%	1%	3%	-18%	6%	-10%
N/C(=N\OC(=O)c1cccc(Cl)c1)c1ccncc1	0%[53 µM]	1%	10%	4%	-4%	0%[53 µM]	6%	6%
Cc1ccc(C(NC(=O)N2CCOCC2)C(Cl)Cl)cc1F (centres undefined)	3%	-4%	0%	3%	20µM*	-3%	-5%	1%
O=C(CSc1nnc(-c2ccccc2)n1Cc1ccccc1)NNC(=O)c1ccccc1O	0%	-11%	-2%	-6%	-7%	3%	1%	-7%
N#Cc1ccc(OCCN2C(=O)NC3(CCSC3)C2=O)cc1 (centres undefined)	6%	-1%	0%	-4%	8%	-1%	0%	-5%
CCOC(=O)c1nn(-c2ccccc2C)c2nc(-c3ccc(Cl)cc3)c(C#N)c(=O)n12	0%	-9%	.	-9%	?	-5%	-3%	-1%
Cn1c(NC(=O)c2ccco2)c(-c2ccc(Cl)cc2)c(=O)c2ccccc21	-6%	-5%	.	-15%	-5%	2%	-7%	8%
Cc1cc(NC(=O)CSc2nnc(C3CC3)n2C)no1	1%	2%	.	-4%	7%	-20%	1%	6%
CCCCC(=O)NC(c1cccc([N+](=O)[O-])c1)c1c(OC(C)=O)ccc2ccccc12 (centres undefined)	-1%	-1%	-3%	-2%	-7%	8%	2%	0%
CCCc1nc2cc(CC(=O)OC)ccc2o1	1%[53 µM]	3%	6%	10%	3%	-15%[53 µM]	7%	4%
CCCOc1cccc(C(=O)Nc2cccc3cccnc23)c1	-4%	-10%	.	-17%	.	2%	-13%	.
CCOc1ccc(CNCc2c(C(=O)O)n(Cc3ccc(C)cc3)c3cc(C)ccc23)cc1	-3%	-2%	.	-5%	.	6%	5%	.
O=C(NNc1ccc(Cl)cc1)C1CCC1	-2%	-8%	6%	-7%	-2%	-9%	-8%	-15%
O=C(COc1ccccc1)NCc1ccccc1	-1%	-6%	.	-9%	-12%	1%	-11%	-3%
CCC(=O)NC(=S)Nc1ccc(NC(=O)c2ccc(C)c([N+](=O)[O-])c2)cc1	-6%	?	-7%	-28%	?	-4%	-2%	-4%
O=C1NC(c2ccccc2)C(C(=O)c2cccs2)=C1O (centres undefined)	-2%	-4%	.	3%	-11%	-6%	6%	-3%
CCOC(=O)c1ccc(Nc2c(-c3ccc(OC)cc3)nc3nc[nH]n23)cc1	1%	-6%	.	-19%	.	-2%	5%	.
CCN(CC)C(=O)N1CCN(C(=O)c2ccc(C)cn2)CC1	1%	-2%	0%	0%	-14%	7%	3%	-1%
Cc1ccc(C)c(-c2csc(N)c2C(=O)OC(C)C)c1	3%	?	.	?	-13%	4%	2%	5%
O=C(NC(=S)Nc1cccc2[nH]ncc12)c1ccccc1	-4%	-6%	11%	-8%	?	-3%	3%	3%
COc1ccc(CNc2ccc3cn[nH]c3c2)c(OC)c1OC	-4%	28µM*	.	?	?	-18%	?	-11%
Nc1ccc(S(=O)(=O)NNC(=O)C(=O)NNc2ccccc2)cc1	-1%	2%	3%	-1%	-1%	-7%	0%	6%

The last 3 compounds of the part before open the next one.
SMILES	TR SRC2 fluor cs	Tau ThT inhib	L3MBTL1 block	Tau fluor counter	ALDH1A1 block	TRb SRC2 PPI	Tau fibril FP	GLA spleen mod
O=C(NC(=S)Nc1cccc2[nH]ncc12)c1ccccc1	-4%	-6%	11%	-8%	?	-3%	3%	3%
COc1ccc(CNc2ccc3cn[nH]c3c2)c(OC)c1OC	-4%	28µM*	.	?	?	-18%	?	-11%
Nc1ccc(S(=O)(=O)NNC(=O)C(=O)NNc2ccccc2)cc1	-1%	2%	3%	-1%	-1%	-7%	0%	6%
OCCNCCCOc1cc(Cl)ccc1Cl	-6%	0%	.	0%	?	2%	0%	-3%
Cc1cc(Cl)ccc1NC(=S)NCc1ccc(Cl)cc1	2%	-3%	7%	-25%	21%	0%	?	2%
O=C(NCCN1CCOCC1)[C@H](Cc1ccccc1)N1C(=O)c2ccccc2C1=O	-1%	-13%	.	-13%	5%	-14%	-11%	-8%
Cc1noc(/C=C/N(C)C)c1S(=O)(=O)N1CCCC(C(=O)NCc2ccc(Cl)cc2)C1 (centres undefined)	0%	?	-5%	-24%	?	9%	-2%	10%
COc1cc(/C=C2\SC(=N)N(c3ccc(F)cc3)C2=O)ccc1O	-6%	?	.	?	0%	-6%	?	-11%
CCc1nc2ccccc2nc1N1CCN(S(=O)(=O)c2ccccc2)CC1	1%	-7%	14%	-14%	.	5%	-2%	-2%
CC(C)c1ccc(NC(=O)COC(=O)/C=C/c2cccc(Br)c2)cc1	-1%	-4%	-2%	-9%	6%	6%	-18%	1%
O=C(N1CCCCC1)N1CCN(C(=O)N2CCCCC2)CC1	-2%	-14%	.	-11%	-13%	-5%	-12%	1%
CCC1(C)N=C(N)Nc2nc3cc(C)c(C)cc3n21 (centres undefined)	-1%	7%	-5%	6%	.	1%	6%	3%
c1ccc(C2=Nc3cccc4cccc(c34)N2)cc1	1%	?	6%	?	-10%	-17%	-6%	9%
CCN(Cc1ccccc1)Cc1cccc([N+](=O)[O-])c1	-2%	9%	10%	-2%	3%	2%	-4%	1%
O=C1CC(c2ccccc2)Cc2[nH]c(=O)c(-c3nc(-c4ccc(F)cc4)cs3)cc21 (centres undefined)	5%	?	.	?	.	-4%	-3%	.
CCOC(=O)c1c(-c2ccc(OC)c(OC)c2)csc1NC(=O)C1CCCO1 (centres undefined)	-2%	?	-7%	-20%	?	-2%	-3%	-7%
c1ccc(CCCNc2ncccn2)cc1	3%	7%	-1%	6%	4%	-20%	6%	1%
COc1cc(C(=O)Nc2ccccn2)cc(OC)c1OC	-1%	3%	.	1%	8%	-2%	-1%	0%
CC(C)N1CCC(N2CCN(Cc3cnc(-c4ccccc4)s3)CC2CCO)CC1 (centres undefined)	-4%	-8%	-5%	2%	6%	-2%	1%	3%
CCOc1ccc(-c2cc(-c3nc(-c4cc(OC)c(OC)c(OC)c4)no3)[nH]n2)cc1Cl	1%	?	.	-16%	.	0%	7%	.
COc1ccccc1CNc1ccc(-c2nc(-c3ccncc3)no2)cc1[N+](=O)[O-]	1%	9%	.	-2%	.	3%	-14%	.
CC(OC(=O)c1ccc(F)cc1)C(=O)Nc1nc(-c2cccc([N+](=O)[O-])c2)cs1 (centres undefined)	?	-20%	-2%	?	-3%	1%	7%	2%
Cc1[nH]c2ccc(CNS(=O)(=O)c3ccc(S(=O)(=O)N4CCOCC4)cc3)cc2c1C	0%	-19%	.	?	?	-8%	1%	-17%
Cc1ccc2c(c1)COc1c3ccc(C(=O)N4CCOCC4)cc3nn1-2	-4%	?	.	-13%	.	3%	6%	-3%
N#C/C(=C\c1c(Oc2ccc(F)cc2)nc2ccccn2c1=O)c1nc2ccccc2s1	?	?	.	-26%	.	-1%	?	.
Cc1ccccc1CNC(=O)C1CCCN(S(=O)(=O)N(C)c2ccc(F)cc2)C1 (centres undefined)	-1%	-7%	.	-14%	.	-1%	4%	.
O=C(COCc1ccccc1)N[C@@H](Cc1ccc(O)cc1)C(=O)O	-3%	2%	8%	9%	-2%	-7%	10%	-2%
O=C(Nc1ccc(F)cc1Cl)C1Cc2ccccc2N1C(=O)c1ccccc1 (centres undefined)	-1%	2%	.	-2%	.	3%	-3%	.
Cc1ccccc1NS(=O)(=O)c1cc(C(=O)Nc2cccc(N(C)S(C)(=O)=O)c2)ccc1C	-1%	-1%	0%	?	0%	-1%	-6%	-3%
COc1cc(CC(=O)OCC(=O)NCC(C)C)cc(OC)c1OC	-3%	-4%	.	2%	3%	7%	4%	4%
COc1ccc(/C=N/NC(=O)c2[nH]c3ccc(Br)cc3c2-c2ccccc2)c(C(=O)O)c1OC	0%	?	-13%	0%	.	0%	-15%	3%
O=C(NC1(C(F)(F)F)NC(=O)N(CCc2ccccc2)C1=O)C1CC1 (centres undefined)	0%	0%	12%	0%	-6%	3%	-7%	-1%

Another view of some results above.
> COc1cc(CC(=O)OCC(=O)NCC(C)C)cc(OC)c1OC
  TR SRC2 fluor cs = -3%
  Tau ThT inhib = -4%
  L3MBTL1 block = .
  Tau fluor counter = 2%
  ALDH1A1 block = 3%
  TRb SRC2 PPI = 7%
  Tau fibril FP = 4%
  GLA spleen mod = 4%
> Cc1ccccc1NS(=O)(=O)c1cc(C(=O)Nc2cccc(N(C)S(C)(=O)=O)c2)ccc1C
  TR SRC2 fluor cs = -1%
  Tau ThT inhib = -1%
  L3MBTL1 block = 0%
  Tau fluor counter = ?
  ALDH1A1 block = 0%
  TRb SRC2 PPI = -1%
  Tau fibril FP = -6%
  GLA spleen mod = -3%
> O=C(NC1(C(F)(F)F)NC(=O)N(CCc2ccccc2)C1=O)C1CC1 (centres undefined)
  TR SRC2 fluor cs = 0%
  Tau ThT inhib = 0%
  L3MBTL1 block = 12%
  Tau fluor counter = 0%
  ALDH1A1 block = -6%
  TRb SRC2 PPI = 3%
  Tau fibril FP = -7%
  GLA spleen mod = -1%
> O=C(Nc1ccc(F)cc1Cl)C1Cc2ccccc2N1C(=O)c1ccccc1 (centres undefined)
  TR SRC2 fluor cs = -1%
  Tau ThT inhib = 2%
  L3MBTL1 block = .
  Tau fluor counter = -2%
  ALDH1A1 block = .
  TRb SRC2 PPI = 3%
  Tau fibril FP = -3%
  GLA spleen mod = .

Screening data: PubChem, National Center for Advancing Translational Sciences (NCATS)
